S2 tox = Viability Counterscreen for Primary qHTS for Inhibitors of ATXN expression. 0.49% of 400,000 active. S2 cells (HEK-293 line with an ATXN2-luciferase reporter) viability, CellTiter-Fluor protease fluorescence, 24 h. Potency, µM (titrated, usually from 56.7 µM), most hits filed as cytotoxic; note: potency is the fitted concentration of half-maximal effect; nearly all actives have a fitted effect of over 40% in size
KB-3-1 tox = qHTS assay for MDR1-selective chemotherapeutics: Primary screen using the parental adenocarcinoma cell KB-3-1; KB-3-1 viability, CellTiter-Glo ATP luminescence, 72 h; Potency, µM (series often up to 46.1 µM), without a hit: top-dose activity change, negative = cytotoxic, hits mostly cytotoxic; 1.4% of 400,000 active; AID 1347075, 2019; note: potency is the fitted concentration of half-maximal effect; % is set by controls: 0 for no effect and ±100 for the full control effect; nearly all actives have a fitted effect of over 60% in size
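Multi-concentration cytotoxicity screen in KB-3-1 cells grown in DMEM lacking phenol red with 10% FBS. After 72 h at 37 °C with compound, ATP-dependent luminescence was recorded.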
HepG2 tox = qHTS for Inhibitors of TGF-b: Cytotox Counterscreen; 0.76% of 410,000 active; AID 588856, 2011; Potency, µM (titrated, usually from 46.1 µM), for the others: top-dose activity change, negative = cytotoxicity, hits mostly cytotoxic; HepG2 CAGA-GFP viability, ATP luminescence, 18 h; note: potency is the fitted concentration of half-maximal effect; some results filed as inactive show a strong effect at the top dose
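CellTiter-Glo luminescence gave cytotoxicity after 18 hours at 37 degrees C. The cells were HepG2 CAGA-GFP in 1% FBS DMEM, stimulated with 500 pg/mL TGF-beta after compound addition. %Activity was normalised to no-cell wells (complete cell-killing) and DMSO (no toxicity), and curves were fitted and classified.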
IL1B secr inh = qHTS for Inhibitors of Inflammasome Signaling: IL-1-beta AlphaLISA Primary Screen | THP-1 LPS/ATP IL-1B secretion, AlphaLISA, 16 h; stronger effect = lower value | 4.7% of 360,000 active | activity change, % at 57.5 µM; in the data active = activity change below about -50%; inconclusive = mostly about -30% to -49%; note: % is set by controls: 0 for no effect and ±100 for the full control effect
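Secreted IL-1B measured by AlphaLISA bead assay after 16 h compound exposure of THP-1 cells; compounds (final up to 57.5 uM) added 1 h before LPS (250 ng/mL) and ATP (1.25 mM) stimulation; lower signal means less secretion.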
HT1080-NT tox = qHTS for induction of synthetic lethality in tumor cells producing 2HG: qHTS for the HT-1080-NT fibrosarcoma cell line | HT-1080-NT fibrosarcoma viability, CellTiter-Glo ATP luminescence, 48 h | Potency, µM (series often up to 46.1 µM), for inactives: top-dose activity, negative = less viability, usual class: cytotoxic | 1.6% of 360,000 active;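 note: NT is the 2HG producing partner of a matched IDH1 knockdown line; potency is the fitted concentration of half-maximal effect; 0% = DMSO-treated cells and -100% = media-only wells without cells; nearly all actives have a fitted effect of over 55% in size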
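Toxicity toward the 2HG-producing NT line was scored as %Activity, normalised to DMSO and no-cell wells, from CellTiter-Glo luminescence after 48 hours' treatment.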
SW480 rereplic = A quantitative high throughput screen for small molecules that induce DNA re-replication in SW480 colon adenocarcinoma cells; SW480 DNA re-replication, Hoechst DNA content imaging, 48 h; Potency, µM (titrated, usually from 46.1 µM), inactives show at the top dose re-replication activation, hits mostly activators; 1.8% of 340,000 active; AID 624297, 2012; note: potency is the fitted concentration of half-maximal effect; % of control where 0% means no effect; nearly all actives have a fitted effect of over 55% in size
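250 cells/well; 23 nL cpd via pin tool; 48 hr, 37 C, 5% CO2; Hoechst 40 min; imager read of total nuclear intensity, ex 405/em 500-530 nm.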
MCF10A rerep = A quantitative high throughput screen for small molecules that induce DNA re-replication in MCF 10a normal breast cells; MCF 10A DNA re-replication, Hoechst nuclear intensity, 48 h; Potency, µM (highest dose often 46.1 µM), for inactives: at the highest dose activity, positive = re-replication, actives largely listed as activators; 2.9% of 350,000 active; note: potency is the fitted concentration of half-maximal effect; % of control where 0% means no effect; nearly all actives have a fitted effect of over 50% in size
HT1080 IDH1KD tx = qHTS for induction of synthetic lethality in tumor cells producing 2HG: qHTS for the HT-1080-IDH1KD cell line. HT-1080 IDH1 knockdown viability, ATP luminescence, 48 h. Potency, µM (titrated, usually from 46.1 µM), without a hit: at the highest dose activity, negative = toxicity, most hits filed as cytotoxic. 2% of 360,000 active. AID 686971, 2013;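 note: potency is the fitted concentration of half-maximal effect; 0% = DMSO wells and -100% = cell-free medium wells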
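Viability of IDH1-knockdown HT-1080 fibrosarcoma cells was assessed by CellTiter-Glo after 48 h at 37 °C with titrated compound; concentration-effect curves were classified by fit quality and response size.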
ATXN2 expr inh = Primary qHTS for Inhibitors of ATXN expression | HEK-293 ATXN2-luciferase reporter, luminescence, 24 h | Potency, µM (doses to about 57 µM), for the others: top-dose activity change, negative = inhibition, actives largely listed as inhibitors | AID 1745845, 2022 | 0.72% of 360,000 active; note: potency is the fitted concentration of half-maximal effect; % is set by controls: 0 for no effect and ±100 for the full control effect; nearly all actives have a fitted effect of over 55% in size
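qHTS (up to 57 uM final) was run with 24 h compound exposure of reporter cells at 37 °C. Each well was multiplexed: SteadyGlo luminescence measured ATXN2-luciferase expression after a fluorogenic Gly-Phe-AFC viability readout (25 uM final).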
Active calls of the source: *; i = inactive; ? = inconclusive; . = not tested or not shown; & = joins results of further samples; [ ] = remark or other dose. Unless noted, calls come from the whole dose curve; as a rule, active = well fitted curve in the direction sought with a large enough effect; inconclusive = small, poorly fitted or top-dose-only effect, or another doubt; inactive = no such curve, though single readings can be large; an effect the other way counts as inactive or inconclusive.

SMILES	S2 tox	KB-3-1 tox	HepG2 tox	IL1B secr inh	HT1080-NT tox	SW480 rereplic	MCF10A rerep	HT1080 IDH1KD tx	ATXN2 expr inh
COC(=O)CSc1ncccc1-c1nc2ccccc2[nH]1	i	-11.5%	-3.8%	-11.2	1.9%	2.9%	3.0%	-5.5%	13.5%
CCOC(=O)C(NC(=O)CC)(Nc1ccccc1)C(F)(F)F (configuration not stated)	i	-3.8%	-2.3%	9.2	7.0%	13.5%	-8.1%	9.3%	-6.4%
Cc1ccccc1Cn1c(C)nc2ccccc21	i	0.0%	-5.1%	-5.1	-21.4%	0.5%	8.1%	?	0.0%
O=C(/C=C/c1ccccc1[N+](=O)[O-])OCC(=O)N1CCCC1	i	-3.1%	8.9%	12.6	-12.8%[9.24 µM]	-1.5%	-0.3%	-13.2%	1.9%
COC(=O)c1oc(-c2ccc(Cl)cc2)nc1C	i	25.2%	-1.8%	0.5	10.8%	-1.1%	4.1%	0.0%	-6.3%
CCOC(=O)C1CCCN(C(=O)c2ccc3c(c2)N(Cc2ccccc2)C(=O)c2ccccc2S3=O)C1 (configuration not stated)	i	-4.1%&-0.3%	-1.4%&-1.1%	0.0	0.9%	-38.7%[inhibitor]	-1.4%	-3.0%	7.7%&-7.9%
COc1ccc(-c2cc(C(F)F)n3ncc(C(=O)Nc4cc(OC)ccc4OC)c3n2)cc1	i	5.3%	2.3%	.	.	.	.	.	-6.7%
Nc1nc(Nc2ccc(Cl)cc2Cl)nc(C(F)(F)F)n1	i	?	-12.1%	-4.5	-15.3%	-1.5%	?	-5.4%	88.9%[activator]
CCN1C(=O)[C@H]2[C@@H](c3ccc(C)cc3)N[C@]3(CCCN(Cc4ccccc4)C3=O)[C@H]2C1=O	i	1.1%	22.4%	-1.0	-0.4%	.	.	12.0%	-2.1%
Cc1sc2ncnc(SCC(=O)Nc3cccc(S(N)(=O)=O)c3)c2c1C	i	-11.6%	15.3%	?	-19.4%	3.9%	8.6%	?	?
C[C@@H]1CCCCO[C@@H](CN(C)CC2CC2)[C@@H](C)CN([C@H](C)CO)C(=O)c2cc(N(C)C)ccc2O1	i	12.8%	-4.8%	15.8	4.0%	.	.	-12.2%	11.6%
COCCN(C(=O)COC(=O)c1nc(Cl)ccc1Cl)c1c(N)n(Cc2ccccc2)c(=O)[nH]c1=O	i	4.4%	8.9%	1.9	-8.8%	3.3%	2.1%	-6.2%	-0.2%
CC1NC(=O)c2cc3ccccc3cc2-n2c1nc1ccc(F)cc1c2=O (configuration not stated)	i	-1.4%	-9.5%	1.6	4.3%	.	.	1.7%	-1.0%
CCN(CC(=O)NCc1cccs1)C(=O)c1cccc(S(=O)(=O)NC)c1	?	0.0%	4.5%	0.0	17.3%	-5.6%	-4.3%	18.8%	-0.6%
Cc1cc(-c2n[nH]c(=S)n2-c2ccc(C)c(C)c2)no1	i	0.3%	-15.4%	12.3	-5.8%	-9.8%	-7.0%	-9.7%	-2.7%
CC1(C)CN(c2ccsc2C(=O)O)C1=O	i	-4.2%	4.9%	-2.9	11.5%	-3.1%	-6.3%	13.6%	-26.6%
Cc1cc(S(=O)(=O)N2CCN(c3c(C)cccc3C)CC2)ccc1F	i	-15.5%	-18.7%	22.4	?	-2.1%	9.4%	?	-21.2%
CCn1c(=O)c2c(nc(SCC(=O)N3CCCC(C)C3)n2C)n(C)c1=O (configuration not stated)	i	8.8%	-1.7%	47.8	6.8%	-9.5%	-1.4%	9.2%	3.2%
CC1CN(C(=S)Nc2cccc(F)c2)CC(C)O1 (configuration not stated)	i	6.4%	5.1%	10.1	-2.3%	1.6%[9.22 µM]	-1.2%	-0.2%	13.4%
Cc1cc(C)n(C(=O)C(C)N2C(=O)c3ccccc3C2=O)n1 (configuration not stated)	?	18.0%	1.2%	-3.7	3.0%	-6.2%	-1.7%	26.4%	1.7%
c1ccc(-c2ccn3nnnc3n2)cc1	i	-3.4%	2.6%	15.3	4.0%	1.7%[9.22 µM]	-3.5%	-2.3%	2.4%
Nn1c(SCC(=O)Nc2ccc3c(c2)OCO3)nnc1-c1ccccc1	i	21.1%	5.8%	-3.5	-1.6%	-1.1%	2.2%	0.2%	26.2%
Cc1ccc(NC(=O)C(=O)NCC(c2cccnc2)N2CCOCC2)cc1 (configuration not stated)	i	0.2%	1.3%	.	.	.	.	.	0.4%
Cc1cc(=O)c2cc(NC(=O)c3ccccc3Cl)ccc2[nH]1	i	11.5%	30.9%	0.2	5.7%	-5.1%	2.7%	16.1%	-10.7%
CCCNc1nc(N)nc(-c2cc(Cl)ccc2OC)n1	i	28.6%	0.5%	9.6	0.5%	-7.5%	6.4%	1.9%[9.24 µM]	-0.8%
CC(C)Sc1cc(N2CCCC2)nc(-c2ccccc2Cl)n1	i	5.0%	4.6%	10.6	15.3%	-3.6%	9.6%	4.3%	-7.7%
Cc1cc(N)n(-c2ncnc3scc(-c4ccccc4)c23)n1	i	12.6%	-10.5%	28.5	12.7%	-1.3%	3.8%	14.5%	3.8%
O=C(CN1C(=O)NC(c2ccccc2)(c2ccccc2)C1=O)NC1CCCCC1	i	-6.3%	-1.2%	-22.0	0.2%	?	22.9%	-0.7%	5.9%
CC(C)CNC(=O)C1CCCN1S(=O)(=O)c1ccc(Cl)cc1 (configuration not stated)	i	-1.9%	9.0%	-12.6	6.7%	-6.7%	12.1%	12.6%	-17.6%
CC(C)CC(=O)Nc1ccc2oc(-c3ccncc3)nc2c1	i	-0.5%	7.2%	-20.9	-3.7%	0.4%	?	-3.7%	23.8%
CC1Nc2ccccc2C(=O)N1NC(=O)c1ccc(Br)cc1 (configuration not stated)	i	-2.9%	14.2%	18.5	-4.4%	2.5%	5.2%	3.0%	7.6%
N/C(=N\OC(=O)CCCCCN1C(=O)c2ccccc2C1=O)c1ccccn1	i	0.1%	-4.5%	37.9	4.0%	1.1%	-5.6%	0.0%	-4.2%
CC(=O)NCc1ccc2[nH]c(C)cc2c1	i	16.7%	-6.0%	22.6	1.0%	-4.1%	-1.0%	1.0%	5.5%
O=c1[nH]c(CSc2nc3ccccc3s2)nc2ccccc12	i	22.5%	-14.8%	65.0	-14.9%	2.1%	?	-10.5%	13.8%
COc1ccc(N2Cc3cccc(C(=O)Nc4cccc(F)c4)c3C2=O)cc1	i	13.5%	17.0%	.	.	.	.	.	0.2%
COc1cc(C(=O)O)ccc1OCc1c(C)noc1C	i	5.5%	-1.6%	2.2	11.0%	-14.7%	2.4%	16.0%	2.9%
c1ccc2c(c1)c1cccc3ccc4cccc2c4c31	i	0.0%	-1.4%	-24.3	1.8%	-0.9%	112.4%	3.1%	-5.0%
COc1ccc(Cn2c(=O)[nH]c3cc(C(=O)N4CCN(c5ccccc5)CC4)ccc3c2=O)cc1	i	-10.2%&0.0%	-19.1%&-21.4%	19.6	18.3%	-8.9%	-2.8%	7.7%	-2.6%&1.7%
CCn1c(SCC(=O)NC2CCCCC2)nnc1-c1ccccc1F	i	-1.6%	-10.2%	3.0	-16.5%	0.9%	-9.3%	18.3%	-34.3%
Cn1c(COc2ccccc2)nnc1SCc1nc2ccccc2[nH]1	i	-12.4%	-3.9%	46.2	-10.7%	?	?	-4.5%	9.1%
NC(=O)C1CCN(c2ccc3c(c2)S(=O)(=O)c2ccccc2C3=O)CC1	i	-14.4%	-18.4%	-4.2	7.2%	-0.4%	3.3%	3.1%	6.0%
O=C(NC1CCN(C(=O)NCc2ccccc2)CC1)c1ccccc1	i	14.3%	-0.3%	11.4	8.6%	-84.8%[inhibitor]	-31.6%[inhibitor]	9.8%	-3.3%
O=C(O)CCC(=O)Nc1ccc(-c2csc(Nc3cccc4ccccc34)n2)cc1	i	-2.9%	-7.7%	19.2	-2.3%	-6.1%	-8.1%	1.0%	2.7%
COc1cc(NC(=O)c2ccc3c(c2)OCO3)ccc1NC(=O)c1ccco1	i	0.0%	8.8%	-9.5	17.7%	-1.8%[9.22 µM]	26.5%	-1.5%	0.4%

Shown with each value named: 2 of the compounds above.
O=C(NC1CCN(C(=O)NCc2ccccc2)CC1)c1ccccc1
  S2 tox = i; KB-3-1 tox = 14.3%; HepG2 tox = -0.3%; IL1B secr inh = 11.4; HT1080-NT tox = 8.6%; SW480 rereplic = -84.8%[inhibitor]; MCF10A rerep = -31.6%[inhibitor]; HT1080 IDH1KD tx = 9.8%; ATXN2 expr inh = -3.3%
O=C(O)CCC(=O)Nc1ccc(-c2csc(Nc3cccc4ccccc34)n2)cc1
  S2 tox = i; KB-3-1 tox = -2.9%; HepG2 tox = -7.7%; IL1B secr inh = 19.2; HT1080-NT tox = -2.3%; SW480 rereplic = -6.1%; MCF10A rerep = -8.1%; HT1080 IDH1KD tx = 1.0%; ATXN2 expr inh = 2.7%

Some values from the entries so far.
c1ccc2c(c1)c1cccc3ccc4cccc2c4c31 @ ATXN2 expr inh = -5.0%
Cc1cc(C)n(C(=O)C(C)N2C(=O)c3ccccc3C2=O)n1 (configuration not stated) @ MCF10A rerep = -1.7%
CC(C)CC(=O)Nc1ccc2oc(-c3ccncc3)nc2c1 @ HT1080 IDH1KD tx = -3.7%
CCOC(=O)C1CCCN(C(=O)c2ccc3c(c2)N(Cc2ccccc2)C(=O)c2ccccc2S3=O)C1 (configuration not stated) @ HT1080-NT tox = 0.9%
COC(=O)c1oc(-c2ccc(Cl)cc2)nc1C @ HT1080-NT tox = 10.8%
